mHTT-CaM PPI inh = mutant huntingtin-calmodulin interaction inhibitors – biochemical, AlphaScreen, primary screen. P42858. AlphaScreen His-mHTT/GST-CaM binding, luminescence. inhibition, % at 15 µM. 190,000 tested, 3.6% active. AID 1671202, 2021;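 also: 0% = both proteins with DMSO and 100% = one protein alone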
Target sequence (P42858 whole entry, looked up, stated change not applied): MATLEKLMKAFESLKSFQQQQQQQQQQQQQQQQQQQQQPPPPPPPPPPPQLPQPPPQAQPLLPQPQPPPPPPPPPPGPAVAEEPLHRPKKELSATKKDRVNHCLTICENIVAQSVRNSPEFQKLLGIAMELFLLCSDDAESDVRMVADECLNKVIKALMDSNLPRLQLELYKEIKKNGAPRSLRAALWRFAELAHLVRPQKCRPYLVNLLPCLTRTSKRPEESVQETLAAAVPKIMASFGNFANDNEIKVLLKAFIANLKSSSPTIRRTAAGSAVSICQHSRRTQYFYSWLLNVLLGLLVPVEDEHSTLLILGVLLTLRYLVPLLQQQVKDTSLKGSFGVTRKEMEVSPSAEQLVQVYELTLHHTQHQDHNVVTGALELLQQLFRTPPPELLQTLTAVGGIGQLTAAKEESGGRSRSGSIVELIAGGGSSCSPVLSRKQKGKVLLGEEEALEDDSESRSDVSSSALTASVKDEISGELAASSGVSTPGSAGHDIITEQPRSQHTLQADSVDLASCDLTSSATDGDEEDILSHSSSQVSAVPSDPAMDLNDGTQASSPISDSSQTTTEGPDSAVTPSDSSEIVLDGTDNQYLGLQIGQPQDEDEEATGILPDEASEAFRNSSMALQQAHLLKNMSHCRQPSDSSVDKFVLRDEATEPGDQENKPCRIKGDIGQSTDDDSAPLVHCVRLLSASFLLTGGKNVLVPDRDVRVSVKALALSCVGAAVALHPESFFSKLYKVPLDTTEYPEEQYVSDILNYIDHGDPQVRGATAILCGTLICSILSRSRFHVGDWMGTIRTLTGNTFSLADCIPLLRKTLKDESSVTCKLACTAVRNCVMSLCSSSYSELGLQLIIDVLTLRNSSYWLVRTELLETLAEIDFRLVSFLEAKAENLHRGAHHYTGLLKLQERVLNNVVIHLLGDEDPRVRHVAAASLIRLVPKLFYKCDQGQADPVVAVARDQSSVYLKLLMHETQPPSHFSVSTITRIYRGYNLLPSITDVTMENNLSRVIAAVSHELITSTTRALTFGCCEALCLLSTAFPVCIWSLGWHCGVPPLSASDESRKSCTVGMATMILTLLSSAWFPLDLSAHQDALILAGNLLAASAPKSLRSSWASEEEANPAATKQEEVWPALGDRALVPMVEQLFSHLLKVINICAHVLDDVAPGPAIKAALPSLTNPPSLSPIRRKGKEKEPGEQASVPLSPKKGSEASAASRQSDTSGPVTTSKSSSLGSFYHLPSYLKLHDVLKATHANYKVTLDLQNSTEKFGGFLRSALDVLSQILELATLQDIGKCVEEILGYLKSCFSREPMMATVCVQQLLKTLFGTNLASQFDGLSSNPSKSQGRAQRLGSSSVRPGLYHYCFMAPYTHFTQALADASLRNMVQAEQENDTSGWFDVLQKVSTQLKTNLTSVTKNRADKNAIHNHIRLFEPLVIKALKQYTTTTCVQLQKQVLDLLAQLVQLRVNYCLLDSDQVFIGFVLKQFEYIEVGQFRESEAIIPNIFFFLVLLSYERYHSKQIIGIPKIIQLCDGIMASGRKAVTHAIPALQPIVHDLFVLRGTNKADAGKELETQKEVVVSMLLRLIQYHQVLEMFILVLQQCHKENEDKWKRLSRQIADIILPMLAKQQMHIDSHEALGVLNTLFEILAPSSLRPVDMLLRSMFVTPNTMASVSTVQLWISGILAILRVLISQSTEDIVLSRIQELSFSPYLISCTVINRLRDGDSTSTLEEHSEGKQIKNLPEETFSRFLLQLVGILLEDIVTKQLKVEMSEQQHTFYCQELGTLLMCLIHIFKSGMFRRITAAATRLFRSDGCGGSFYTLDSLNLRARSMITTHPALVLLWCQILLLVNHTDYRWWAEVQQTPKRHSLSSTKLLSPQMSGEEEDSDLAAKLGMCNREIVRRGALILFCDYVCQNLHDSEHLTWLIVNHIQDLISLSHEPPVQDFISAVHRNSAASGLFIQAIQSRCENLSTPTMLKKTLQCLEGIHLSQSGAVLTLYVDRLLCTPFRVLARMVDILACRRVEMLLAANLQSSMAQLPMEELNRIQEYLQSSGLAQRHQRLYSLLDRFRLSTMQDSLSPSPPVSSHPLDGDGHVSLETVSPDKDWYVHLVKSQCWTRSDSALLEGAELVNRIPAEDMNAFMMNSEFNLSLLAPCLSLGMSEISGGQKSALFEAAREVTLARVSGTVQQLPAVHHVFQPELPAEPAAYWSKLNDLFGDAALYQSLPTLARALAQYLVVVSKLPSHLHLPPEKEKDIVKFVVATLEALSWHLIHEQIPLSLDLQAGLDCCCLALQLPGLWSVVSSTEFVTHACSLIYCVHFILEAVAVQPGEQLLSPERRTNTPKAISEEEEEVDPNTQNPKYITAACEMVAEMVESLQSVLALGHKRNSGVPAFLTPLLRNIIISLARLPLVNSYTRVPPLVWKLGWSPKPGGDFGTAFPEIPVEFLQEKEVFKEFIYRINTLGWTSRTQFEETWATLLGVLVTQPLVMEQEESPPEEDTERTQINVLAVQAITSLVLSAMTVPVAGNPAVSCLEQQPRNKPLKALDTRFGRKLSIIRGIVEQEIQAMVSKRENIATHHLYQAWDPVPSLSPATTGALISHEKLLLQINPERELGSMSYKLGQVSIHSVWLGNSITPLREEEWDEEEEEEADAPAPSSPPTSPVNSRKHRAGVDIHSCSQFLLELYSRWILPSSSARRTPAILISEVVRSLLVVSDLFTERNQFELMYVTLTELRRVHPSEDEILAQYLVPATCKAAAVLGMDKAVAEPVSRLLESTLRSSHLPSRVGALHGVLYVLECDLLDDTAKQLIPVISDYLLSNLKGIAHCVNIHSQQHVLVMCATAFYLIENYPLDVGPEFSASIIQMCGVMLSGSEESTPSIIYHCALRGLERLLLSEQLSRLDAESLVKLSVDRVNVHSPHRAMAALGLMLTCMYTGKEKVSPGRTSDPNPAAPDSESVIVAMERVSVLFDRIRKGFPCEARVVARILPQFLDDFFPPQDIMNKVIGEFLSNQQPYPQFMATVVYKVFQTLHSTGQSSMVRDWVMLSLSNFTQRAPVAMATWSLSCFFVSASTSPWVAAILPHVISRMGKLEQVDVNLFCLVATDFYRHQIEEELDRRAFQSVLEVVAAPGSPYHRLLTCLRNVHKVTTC
Pf apPOL inh = Pf-apPOL inhibitors, biochemical, fluorescence; Recombinant Pf-apPOL, molecular beacon fluorescence, 1.5 h; inhibition, % at 10 µM; 210,000 tested, 0.25% active
An asterisk follows results filed as active; nt = no result given; + = active, no number; & = joins results of further samples. Rule as the data show it: active = inhibition above about 50%; inactive = the rest.

SMILES,mHTT-CaM PPI inh,Pf apPOL inh
COc1ccc(NC(=O)CCS(=O)(=O)c2ccc(Br)cc2)cc1,0,-2
Cc1ccc(N2CCC(C(=O)NCC(C)C)C2=O)cc1Cl (stereo not drawn),-1,-5
COc1ccccc1NC(=O)C1C(c2ccccc2)=C1c1ccccc1,-3,-4
CN1CCN(C(=O)CCC(=O)O)CC1,-5,nt
CN(C)c1ccc(N2CCN(S(=O)(=O)c3ccccc3)CC2)c([N+](=O)[O-])c1,15,-13
CC1=C(C(=O)Nc2ccc(C)cc2C)C(c2cccnc2)n2ncnc2N1 (stereo not drawn),2,-8
Cc1ccc(S(C)(=O)=NC(=S)NC(=O)c2cnn3c(C(F)(F)F)cc(C(F)(F)F)nc23)cc1 (stereo not drawn),nt,-5
CC1CCCC(C)N1CC(O)COCc1ccc2c(c1)OCO2 (stereo not drawn),3,-8
C=CCNc1ccccc1S(=O)(=O)NCc1ccccc1,0,4
CC(=O)C1=C(O)C(=O)N(c2ccccn2)C1c1ccc([N+](=O)[O-])cc1 (stereo not drawn),2,2
CC[C@@H]1[C@H]2CCCC(=O)N3CC[C@@H](C[C@@H]1OC(=O)NCc1ccccc1)[C@@H]23,-5,-14
O=C(C1CCN(c2cnc(N3CCSCC3)nc2)CC1)N1CCCCCC1,3,-4
Cc1ccc(C(=O)N2CCC(CC(=O)N3CCCC3)CC2)cc1,0,0
Cc1c(-c2nc3ccccc3c(=O)o2)cccc1[N+](=O)[O-],2,3
COCC(C)NCc1cccc(C)c1 (stereo not drawn),-2,0
O=C1CC(Sc2nc(-c3ccco3)cc(C(F)(F)F)n2)C2COC1O2 (stereo not drawn),10,-3
O=C(O)CN1C(=O)C2C3C=CC(C3)C2C1=O (stereo not drawn),0&2,-2&6
O=C(CCS(=O)(=O)Cc1ccccc1F)NCc1ccc(F)cc1Cl,-5,-15
Cc1nn(C(=O)c2cccc([N+](=O)[O-])c2)c(C)c1Cl,0,-7
Cc1c(C(=O)NC2CCCC2)sc2nc(C(C)C)cn12,-1,-4
CCOCC(=O)N1CCC(c2cnn(-c3ccccc3)c2)CC1,-8,-6
COc1ccc(C(=O)O/N=C2\C=C(C(C)C)C(=O)C=C2C)cc1Br,+,3
COc1ccc(/C=C2\N=C(c3ccc(OC)c(OC)c3)OC2=O)cc1OC,15,-4
CCNC(=O)C1CC(=O)N(c2cccc(C)c2)C1 (stereo not drawn),3,-3
Cc1c(Cl)cccc1-c1ccc(C(=O)O)o1,5,1
Fc1ccc(C2CC(c3ccccc3F)n3ncnc3N2)cc1 (stereo not drawn),7,-1
O=S(=O)(NC1CCCC1)c1cc(Cl)ccc1Cl,-10,-1
Cc1cc(C)c(C)c(S(=O)(=O)NCC2(c3cccs3)CCOCC2)c1C,-16,-2
O=C(CN1CCCCCC1)Nc1ccc(S(=O)(=O)Nc2nccs2)cc1,-10,9
Cn1c(=O)c(N2CCN(C(=O)c3ccc(F)cc3Cl)CC2)nc2ccccc21,8,-2
Cc1nc(C2CCN(Cc3ccc(C#N)cc3)CC2)n[nH]1,4,8
Cc1ccc(C2CCCN2C(=O)Cc2cccs2)cc1 (stereo not drawn),8,9
CCOc1ccccc1/C=C1\N=C(c2cc(OC)c(OC)c(OC)c2)OC1=O,5,-1
O=C(NCc1ccccc1)/C(=C\c1ccc(Cl)cc1)NC(=O)c1ccco1,-1,-14
O=C(NCCc1ccc(Cl)cc1)c1ccc(Cn2c(=O)[nH]c3ccsc3c2=O)cc1,1,-2
O=S(=O)(Nc1ccc(I)cc1)c1ccc(Cl)cc1,-14,-4
N#CC(C1CC=CCC1)N1CCOCC1 (stereo not drawn),nt,-20
CSc1ncccc1C(=O)N1CCCn2nc(-c3ccncc3)cc2C1,-2,1
Cc1nc(SCC(=O)c2ccc([N+](=O)[O-])cc2)c(C#N)c(C)c1C,4,-3
N#CCCN(C1CCCCC1)S(=O)(=O)c1ccc(Br)cc1,nt,-6
COc1ccc(-c2cn3c4ccccc4nc3n2CCN2CCCCC2)cc1,42,-5
O=C(NCCc1csc2nc(-c3cccs3)nn12)C1(c2ccccc2)CCOCC1,0,-8
CC(C)n1cnnc1C1CCN(C(=O)c2ccncc2)CC1,-2,-7
COc1ccc(C(=O)N2CC(C(=O)N3CCCC3)C(c3ccc(OC)cc3)C2)cc1 (stereo not drawn),6,1
CCC(Sc1nc(C)cc(C)n1)C(=O)Nc1cc(C)on1 (stereo not drawn),4,-3
COc1cc(CN2CCCC2c2cc(C(C)C)no2)cc(OC)c1 (stereo not drawn),-9,-1
COc1ccccc1NC(=O)N1CCC(CNC(=O)c2cc(C)cs2)CC1,3,-12
COc1cc(C(=O)Nc2ccc(Cl)cc2F)cc(OC)c1OC,-1,-4
O=C1c2ccccc2C(=O)N1CCSc1nnc(-c2ccncc2)n1-c1ccccc1,0,-4
O=C(NCCc1ccncc1)C1CN(C(=O)c2cccs2)CC12CCCCC2 (stereo not drawn),4,-1
CCN(CCCNC(=O)c1cn(CCOC)c(=O)c2c1c1ccccc1n2C)c1ccccc1,-4,-7
COc1ccc(C2C(C(=O)Nc3cc(C)ccc3OC)c3ccccc3C(=O)N2C)cc1 (stereo not drawn),14,1
CC1(C)OC2OC(C3CO3)C(O)C2O1 (stereo not drawn),-2,-7
Cc1cccc(CNC(=O)c2nn(C)c3c2CN(C(=O)c2ccco2)CC3)c1,72*,2
Cc1ccc(NC(=O)c2cc3cc(Br)ccc3oc2=O)cc1,1,-2
COc1cccc2sc(N(C)CC(=O)N3CCn4c3nc3ccccc34)nc12,-16,-2
COc1ccc(-c2cc3c(=O)oc4ccccc4c3[nH]2)cc1,nt,-3
C=C(C)COc1ccc2c(C)c(-c3ccccc3)c(=O)oc2c1,-9,1
O=C(Cc1c(C(=O)O)[nH]c2ccccc12)Nc1ccc(F)c(Cl)c1,17,0
O=C(c1cccs1)N1CCC(Nc2cccnc2)C1 (stereo not drawn),-4,-5

Remaining list, next part:
SMILES,mHTT-CaM PPI inh,Pf apPOL inh
CC(C)CC(=O)N1CCc2c(c(C(=O)NCc3ccc4c(c3)OCO4)nn2C)C1,29,-7
CCOC(=O)C1CCN(C(=O)CCCN2C(=O)CCn3nc(C)cc32)CC1,-1,-8
CC(C)(C)C(O)CCNC(=O)NCCc1ccccc1 (stereo not drawn),-16,-9
CC(C)(C)c1csc(-c2csc(S(=O)(=O)N3CCCCCC3)c2)n1,-25,-5
COCCNc1nc(-c2ccc([N+](=O)[O-])cc2)nc2ccccc12,5,1
Cc1ccc(C(=O)N2CCCCCC2)c(Cl)c1,-2,1
NC1(C(=O)O)CCCCC1,nt,6
CN1CCN(c2cc(N3CCN(C(=O)c4cccs4)CC3)c([N+](=O)[O-])cc2F)CC1,4,-4
Cc1ccnc(C(=O)Nc2ccc(F)c(F)c2)n1,-15,0
COc1cc2c(cc1/C=C1\SC(=O)N(c3ccc(C)cc3)C1=O)OCO2,0,-50
NNC(=O)c1cc(C23CC4CC(CC(C4)C2)C3)[nH]n1,-2&2,-2
COc1cc(CN2CCN(C(=O)c3ccc([N+](=O)[O-])cc3)CC2)cc(OC)c1OC,3,6
COC(OC)c1ccc2c(N)c(C(=O)c3ccc(Cl)cc3)sc2n1,nt,-6&-7
O=C(CSc1ncn[nH]1)Nc1ccccc1[N+](=O)[O-],0,2
CCC(=O)Nc1cccnc1N1CCCC1,-4,-1
CCCNC(=O)c1cccc2c1CCN2C(=O)Nc1cccc(C)c1,-6,0
Cc1cc(C)c(-c2noc(C)n2)c(NC(=O)c2ccc(F)cc2)n1,-6,-3
Cc1ccccc1C(=O)N1CCN(c2ccc(C(C)C)cc2)C(=O)C1C (stereo not drawn),11,-5
CCn1nc(-c2ccccc2OC)cc1C(=O)N1CCC(N(C)C)C1 (stereo not drawn),-4,-3
COc1ccc(N2CCN(C(=O)CN(c3ccccc3F)S(C)(=O)=O)CC2)cc1,6,-10
O=C(NCCN1CCCC1)c1ccc2c(c1)NC(=O)C(N1CCCCC1)S2 (stereo not drawn),4,-20
O=C(c1cnc2sc3c(n2c1=O)CCCCC3)N1CCCC1,-3,-3
Cc1noc(C)c1C(=O)NNc1ccc(C(C)C)cc1,nt,-4
CCN(CCNC(=O)CN1N=C(c2ccc(Cl)cc2)CCC1=O)c1ccccc1,65*,-10
CCOC(=O)c1c(-c2ccccc2)oc2cc(Br)c(OCc3ccccc3)cc12,-9,-4
Cc1oc(-c2ccccc2)cc1C(N)=O,9,4
CCCOc1cccc(C(=O)Nc2ccc(C(=O)O)cc2)c1,2,-2
Cc1sc2ncn(CC(=O)NCc3ccco3)c(=O)c2c1C,15,-21
O=C(Nc1nccs1)c1ccc(-c2ccc(F)cc2)o1,7,-8
COc1ccc(CN2CCN(C3CCN(C(=O)c4cc(F)ccc4F)CC3)C2=O)cc1,0,-3

Brought forward from above: 5 compounds, then new ones.
SMILES,mHTT-CaM PPI inh,Pf apPOL inh
Cc1oc(-c2ccccc2)cc1C(N)=O,9,4
CCCOc1cccc(C(=O)Nc2ccc(C(=O)O)cc2)c1,2,-2
Cc1sc2ncn(CC(=O)NCc3ccco3)c(=O)c2c1C,15,-21
O=C(Nc1nccs1)c1ccc(-c2ccc(F)cc2)o1,7,-8
COc1ccc(CN2CCN(C3CCN(C(=O)c4cc(F)ccc4F)CC3)C2=O)cc1,0,-3
COc1ccccc1C(=O)N1CCCC(c2nc(-c3ccc(NC(C)=O)cc3)no2)C1 (stereo not drawn),13,0
CCOc1cc(C(=O)Nc2ccccc2[N+](=O)[O-])cc(OCC)c1OCC,8,-11
O=C1/C(=C/c2ccc(Br)o2)Cc2ccccc21,21,1
CCc1ccc(CN2C(=O)CCC2(C)C(=O)NCCC(C)C)cc1 (stereo not drawn),3,0
Cc1ccc(Cn2c(SCC(=O)Nc3cc(C)[nH]n3)nc3ccsc3c2=O)cc1,1,22
CSc1nc2c(c(=O)n1-c1ccc(Cl)cc1)SCC2,-3,-8
O=C(CC1CCCC1)N1CCCC1c1nc(-c2ccccc2)n[nH]1 (stereo not drawn),8,2
C=CCn1c(=N)c(S(=O)(=O)c2ccc(C)cc2)cc2c(=O)n3cccc(C)c3nc21,-4,-4
CCC(C)c1ccc(NC(=O)Cn2nnc(-c3ccc(F)cc3)n2)cc1 (stereo not drawn),-7&-14,0&9
O=C1C=CC(=O)N1c1cc(C(F)(F)F)ccc1Cl,7,-2
CCN(C(=O)C1CCCN(c2ncnc3c2nc2n3CCCCC2)C1)c1ccccc1C (stereo not drawn),0,0
CC(=O)n1cc(C(C[N+](=O)[O-])SCCN)c2ccccc21 (stereo not drawn),17,-1
CN(C)c1ccc(/C=C2\SC(N3CCN(CCO)CC3)=NC2=O)cc1,13,-5
Cc1cccc(NC(=O)N2CCOc3ccc(Cl)cc32)c1C,-2,-5
Cc1cc(C)cc(S(=O)(=O)N2CCN(CCc3cn(C)c4ncccc34)CC2)c1,43,1
OC(COCC12CC3CC(CC(C3)C1)C2)CN1CCN(c2ccccc2)CC1 (stereo not drawn),57*,1
COc1ccc(OC)c(-c2cc(C(=O)Nc3nnc(-c4ccncc4)s3)c3ccccc3n2)c1,7,-2
Nc1sc2c(c1CO)CCCC2,34,nt
CCOc1ccc(C(=O)NC2CC(O)C(CO)C2)cc1 (stereo not drawn),-2,-8
CN1CCN(CCCNC(=O)Cc2cn(C)c3ccccc23)CC1,-2,-2
O=C(CS(=O)(=O)c1cccc2nsnc12)Nc1ccc(Br)cc1F,3,-8
COc1ccccc1NC(=O)c1cc2ccccc2o1,-11&-7,3&0
CCOc1ccc2c(c1)OC(=Cc1cccc(OC)c1)C2=O,0,-9
C[C@@H]1COc2cc(Br)ccc2S(=O)(=O)N1Cc1cn(CCC2OCCCO2)nn1,-17,-1
CCCCOC(=O)C1C2C=CC3(CN(Cc4cccs4)C(=O)C13)O2 (stereo not drawn),-12,2
CCc1ccc(N2CC(C(=O)NCC3CCCO3)CC2=O)cc1 (stereo not drawn),3,-4
COc1cccc(CNC(=O)C2(C)CCCN(C(=O)c3ccccc3)C2)c1 (stereo not drawn),-13,-4
COc1ccc(-c2nc3n(n2)C(c2ccccc2)C2=C(CCCC2=O)N3)cc1OC (stereo not drawn),60*,0
COc1ccc(-c2nc3c(c(=O)[nH]2)CCN(C(=O)c2ccc(C)c(F)c2)C3)cc1,3,-2
O=C(C1CCCCC1)N1C[C@@H](n2cc(-c3ccc(F)cc3)nn2)[C@H](O)C[C@@H]1c1ccc(Cl)cc1,45,0
COc1ccc(C2CC(=O)Oc3cc(OC)c(OC)c(OC)c32)cc1 (stereo not drawn),2,-1
CCn1cnc2c(-c3ccc(Br)cc3)csc2c1=O,-27,-14

Molecules from the list above that contain a cyano group, in the order listed:
SMILES,mHTT-CaM PPI inh,Pf apPOL inh
Cc1nc(C2CCN(Cc3ccc(C#N)cc3)CC2)n[nH]1,4,8
N#CC(C1CC=CCC1)N1CCOCC1 (stereo not drawn),nt,-20
Cc1nc(SCC(=O)c2ccc([N+](=O)[O-])cc2)c(C#N)c(C)c1C,4,-3
N#CCCN(C1CCCCC1)S(=O)(=O)c1ccc(Br)cc1,nt,-6

Compound activity deposited in PubChem by University of Kansas High Throughput Screening Laboratory.
